IMPase Li inh: cell-permeable IMPase inhibitors with lithium potentiation | Potency, µM (titrated, usually from 59.4 µM), without a hit: at the highest dose activity, negative = IMPase inhibition, hits mostly inhibitors | AID 1457 | 210,000 tested, 0.35% active | CHO-M1 cells, IP1 TR-FRET (IP-One), carbachol + lithium;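 further: IP1 builds up when IMPase is blocked and the TR-FRET signal falls; plate controls were basal vehicle for no effect and high inhibitor control for full effect; nearly all actives have a fitted effect of over 50% in size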
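Steps: plate 2000 CHO-M1 cells per well and culture 16–30 h; add compound and lithium; incubate 30 min, 37C; add d2-IP1 tracer and Eu cryptate anti-IP1 antibody in lysis buffer; read after 10 min at room temperature.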
KinaseGlo FLuc: Kinase-Glo luciferase inhibition (counter-screen); Q27757; Kinase-Glo luciferase, ATP luminescence, 8 min; Potency, µM (titrated, usually from 38.3 µM), without a hit: top-dose activity change, negative = inhibition, actives largely listed as inhibitors; 200,000 tested, 0.28% active; AID 1379; further: on the % scale 0 is the no-effect control and ±100 the full control effect; nearly all actives have a fitted effect of over 60% in size
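Light output from Kinase-Glo luciferase with luciferin and 10 uM ATP in 50 mM imidazole pH 7.2, KCl, MgCl2, Tween 20, BSA; compound pin-delivered, 8-min ambient incubation, then luminescence read.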
GoLoco inh red: RGS12 GoLoco-Gai1 interaction inhibition | P63096 | Potency, µM (top dose mostly 61.6 µM), without a hit: at the top dose activity, negative = inhibition, most hits filed as inhibitors | 230,000 tested, 0.44% active | Gai1:RGS12 GoLoco peptide FP, rhodamine, 10 min | AID 880; active means well fitted inhibition curve with a large enough effect, not every such curve was filed as active; inactive means no such curve, though single readings can be large or run the other way; further: on the % scale 0 is the no-effect control and ±100 the full control effect; nearly all actives have a fitted effect of over 30% in size; many of its hits are not listed in these tables
Epigenetic derep: derepresses silenced GFP reporter in murine cells; Potency, µM (highest dose often 53.9 µM), for inactives: at the top dose GFP activation, hits mostly activators; murine LDR cells, GFP reporter derepression, 30 h; 280,000 tested, 0.2% active; further: % of control where 0% means no effect; nearly all actives have a fitted effect of over 60% in size
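Readout is the number of GFP-expressing murine LDR cells, counted by cytometry following washing. Cells were treated with compound for 30 h at 37 C; the stably integrated CMV-GFP locus is normally silent.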
NPSR antag: neuropeptide S receptor (human) antagonism, cAMP; CHO-NPSR cells, cAMP TR-FRET, antagonist mode; Potency, µM (titrated, usually from 38.3 µM), for inactives: top-dose activity change, negative = inhibition, most hits filed as inhibitors; Q6W5P4; 220,000 tested, 1% active; AID 1461; further: on the % scale 0 is the no-effect control and ±100 the full control effect; nearly all actives have a fitted effect of over 50% in size; many of its hits are not listed in these tables
KDM4E inh: JMJD2E (human) inhibition; AID 2147; B2RXH2; Potency, µM (doses to about 57.1 µM), inactives show top-dose activity change, negative = inhibition, hits mostly inhibitors; 230,000 tested, 1.6% active; JMJD2E catalytic domain, FDH-coupled NADH fluorescence (FDH is formaldehyde dehydrogenase); active means well fitted inhibition curve with a large enough effect, not every such curve was filed as active; inconclusive means small, poorly fitted or top-dose-only effect, or another doubt; inactive means no such curve, though single readings can be large or run the other way;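 further: 0% = wells with enzyme and -100% = buffer wells without enzyme; nearly all actives have a fitted effect of over 50% in size; many of its hits are not listed in these tables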
Target sequence (B2RXH2 1-337 limits assumed): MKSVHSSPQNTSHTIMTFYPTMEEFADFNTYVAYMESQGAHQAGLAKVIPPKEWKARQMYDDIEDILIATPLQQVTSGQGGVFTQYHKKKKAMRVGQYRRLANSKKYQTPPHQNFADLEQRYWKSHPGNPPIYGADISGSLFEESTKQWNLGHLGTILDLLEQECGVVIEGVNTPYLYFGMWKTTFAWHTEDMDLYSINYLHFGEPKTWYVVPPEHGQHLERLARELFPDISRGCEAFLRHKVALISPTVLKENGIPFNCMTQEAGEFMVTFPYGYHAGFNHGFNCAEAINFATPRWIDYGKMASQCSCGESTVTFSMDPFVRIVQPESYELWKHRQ
SMN2 splice enh: increases expression of the SMN2 splice variant. 210,000 tested, 2.8% active. Potency, µM (doses to about 46.1 µM), inactives show at the highest dose activity change, positive = activation, actives largely listed as activators. HEK293 SMN2-luciferase splicing reporter, luminescence, 30-36 h; further: % of control where 0% means no effect; nearly all actives have a fitted effect of over 55% in size
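HEK293 cells carry an SMN2 […]–luciferase reporter in which exon 7 inclusion puts luciferase in frame. Cells were plated 10-12 h before compound addition, then incubated 30-36 h at 37C. ONE-Glo luminescence was read; sodium butyrate at 4.5 mM final served as control.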
RECQ1 inh: blocks DNA unwinding by human RECQ1; AID 2549; RECQ1 DNA unwinding, red fluorescence kinetic read; Potency, µM (doses to about 57.3 µM), inactives show at the top dose activity, negative = inhibition, usual class: inhibitors; 240,000 tested, 0.54% active;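 further: plate controls were vehicle for no effect and no enzyme for full effect; nearly all actives have a fitted effect of over 30% in size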
Target sequence (P46063 whole entry, looked up): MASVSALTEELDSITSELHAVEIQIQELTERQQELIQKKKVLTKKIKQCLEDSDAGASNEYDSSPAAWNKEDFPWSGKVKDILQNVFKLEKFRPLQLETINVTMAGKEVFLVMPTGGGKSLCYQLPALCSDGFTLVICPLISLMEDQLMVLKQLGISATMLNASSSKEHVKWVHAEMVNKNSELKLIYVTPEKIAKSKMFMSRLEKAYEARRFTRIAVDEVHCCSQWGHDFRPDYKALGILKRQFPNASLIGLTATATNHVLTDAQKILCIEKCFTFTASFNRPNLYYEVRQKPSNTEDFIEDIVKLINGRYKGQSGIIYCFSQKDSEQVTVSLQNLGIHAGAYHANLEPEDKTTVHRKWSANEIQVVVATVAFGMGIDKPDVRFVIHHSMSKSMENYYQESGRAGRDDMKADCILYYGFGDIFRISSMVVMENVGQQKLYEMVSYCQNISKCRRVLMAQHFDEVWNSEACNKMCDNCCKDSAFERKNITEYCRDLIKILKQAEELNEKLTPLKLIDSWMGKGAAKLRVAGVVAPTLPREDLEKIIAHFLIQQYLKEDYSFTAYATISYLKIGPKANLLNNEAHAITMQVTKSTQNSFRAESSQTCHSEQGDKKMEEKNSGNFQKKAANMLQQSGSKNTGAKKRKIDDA
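50 nM RECQ1T1 preincubated 15 min with compound in Tris pH 8.0 buffer with MgCl2, DTT, Tween-20 and 2.5 ug/ml poly(dI-dC); started with 200 nM TAMRA/BHQ-2 forked duplex and 2 mM ATP. Unwinding read as fluorescence (525/598 nm), two reads 2 h apart.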
* hit, by the source's call; i = inactive; ? = inconclusive; · = no result given; & = joins results of further samples; [ ] = another dose, or the depositor's remark. Unless noted, the call rests on the fitted dose curve; in most records, active means well fitted curve in the direction sought with a large enough effect; inconclusive means small, poorly fitted or top-dose-only effect, or another doubt; inactive means no such curve, though single readings can be large; an effect the other way counts as inactive or inconclusive. Potency means the concentration at half of the fitted maximal effect.

Each structure is followed by: KDM4E inh | Epigenetic derep | GoLoco inh red | KinaseGlo FLuc | IMPase Li inh | RECQ1 inh | SMN2 splice enh | NPSR antag
c1ccc(CCc2nn3c(C4COc5ccccc5O4)nnc3s2)cc1 (stereo not given)
 : 3% | 11% | -12% | 1% | 26%[38.3 µM] | 1% | 21% | -16%[46.1 µM]
c1ccc2nc(N3CCN(Cc4ccc5c(c4)OCO5)CC3)cnc2c1
 : ? | 1.1% | 9% | 0% | 12% | i | -7% | -4%
CC(NC(=O)Cc1c(F)cccc1Cl)C1CCCO1 (stereo not given)
 : 10% | -2.9% | -1% | 2% | 3%[38.3 µM] | i | -20% | 0%[46.1 µM]
Cc1ccccc1NC(=O)Cn1cnc2c(oc3ccccc32)c1=O
 : -3% | -6.6% | 3% | -5% | 34%[activator][38.3 µM] | -1% | 14% | -2%[46.1 µM]
COc1cccc(OC)c1C(=O)N1CCN(S(=O)(=O)c2ccc(C)cc2)CC1
 : -1% | -0.7% | 5% | 0% | -3%[38.3 µM] | 7% | -12% | -20%[46.1 µM]
Cc1nn(-c2ccccc2)c(C)c1/C=C/C(=O)OC(C)C(=O)Nc1ncc(Cl)cc1Cl (stereo not given)
 : 0% | 1.0% | 4% | -1% | 2% | -1% | -14% | -7%
CCOCCCNC(=S)N1CCC(NC(=O)C23CC4CC(CC(C4)C2)C3)CC1
 : -1% | 1.1% | -4% | -1% | -2% | i | -25% | 6%
OC(CNCCCCNCC(O)C(F)(F)F)C(F)(F)F (stereo not given)
 : 0% | -0.1% | 7% | 0% | 1% | i | 10% | 20%
O=C(Nc1cccs1)NC1CCCC1
 : 3% | 6.7% | 85%[activator] | -11% | 22%[38.3 µM] | 5% | -5% | 4%[46.1 µM]
CCC(=O)N=c1ccn(C2=Nc3ccccc3NC2=C(C#N)C#N)cc1
 : -5% | -0.3% | -6% | · | · | -2% | · | 0%
O=C(CCC(=O)OCc1ccc([N+](=O)[O-])cc1)Nc1ccc(F)cc1
 : -25% | 1.3% | -2% | -1% | 1% | i | -9% | 21%
CC(C)c1ccc(N2C=Nc3ccc(C(C)C)cc3C2)cc1
 : -6% | 1.2% | 0% | · | · | -13% | · | 7.9µM*
CS(=O)(=O)NCC(c1ccco1)N1CCN(c2ccc(F)cc2)CC1 (stereo not given)
 : -11% | -1.0%&-0.9% | · | · | · | -1% | · | -11%[46.1 µM]
COc1cc(SC)ccc1C(=O)Nc1ccc2c(c1)OCO2
 : -8% | -1.4% | 14% | -3% | 9% | i | 11µM* | -23%
FC(F)(F)c1cccc(NC(=S)NCC2COc3ccccc3O2)c1 (stereo not given)
 : -1% | 0.0% | -14% | 0% | 7% | ? | -4% | -15%
COC(=O)c1ccccc1NC(=O)Cn1c(-c2nonc2N)nc2ccccc21
 : 0% | 9.0% | 3% | 2% | 22%[38.3 µM] | -11% | 10% | 19%[46.1 µM]
C[C@@H]1CCN=C(N)S1
 : 9% | -1.4% | -3% | 0% | 14% | -9% | · | ·
O=c1oc2cc([N+](=O)[O-])ccc2nc1/C=C(O)/C=C/c1ccccc1
 : 5% | 0.1% | 115%[activator] | · | · | -4% | · | -5%
C(=N\NCc1ccccc1)/c1ccc2ncccc2c1
 : 1% | 5.0% | -3% | · | · | -8% | · | -38%
Cc1onc(-c2c(F)cccc2Cl)c1C(=O)Nc1nccs1
 : 13% | -2.1% | 3% | 1% | 9% | i | -5% | 6%
C#C[C@]1(O)CCC2C3CCC4=C(CCC(=O)C4)C3CC[C@@]21C (stereo not given in full)
 : -12% | -0.3% | 4% | -2% | 9% | i | 5% | ·
CC(C)C1C(C#N)=C(N)Oc2n[nH]c(-c3ccc4ccccc4c3)c21 (stereo not given)
 : -11% | 0.0% | 6% | -4% | 24%[38.3 µM] | i | 9% | ?
O=C(Cc1ccccc1)NCC(=O)OC(c1ccccc1)c1ccccc1
 : -1% | -0.1% | -8% | · | -3% | -13% | · | 28%
Cc1oc(-c2cccs2)nc1CS(=O)CC(=O)NCCc1ccccc1 (stereo not given)
 : -7% | 0.0% | 11% | -3% | -23%[38.3 µM] | -12% | -13% | -9%[46.1 µM]
CCC(=O)NC(=S)Nc1ccc(NC(=S)NC(=O)c2ccccc2)cc1
 : 3% | 0.0% | 14% | 1% | 2% | i | -3% | -25%
COc1ccc(CCN(C)C(=O)CSc2nccn2C)cc1OC
 : 1% | 3.0% | 6% | -1% | 3%[38.3 µM] | -10% | 8% | 6%[46.1 µM]
C1CCCCCC(NCCN2CCNCC2)CCCCC1
 : 5% | 0.0% | -5% | · | · | 4% | · | 4%
C=CCn1c(Cc2csc(N)n2)nnc1SCC(=O)OCC
 : 8% | -1.1% | -10% | 2% | 0%[38.3 µM] | -2% | 45% | -6%[46.1 µM]
O=C(O)C1CCN(Cc2ccccn2)CC1
 : -15% | -1.4% | 5% | 0% | 8% | -1% | 2% | 10%
CC1CCN(C2=C(NS(=O)(=O)c3ccc(Cl)cc3)C(=O)c3ccccc3C2=O)CC1
 : -9% | 0.0% | 9% | -6% | 17% | -10% | -17% | -34%
CCCCN(C)S(=O)(=O)c1ccc(C(=O)N(CCN(C)C)c2nc3ccc(C)cc3s2)cc1
 : 11% | -0.4% | -1% | -1% | 3% | -8% | 23% | ?
CC(Nc1cc(N2CCNCC2)ccc1[N+](=O)[O-])c1ccccc1 (stereo not given)
 : -3% | -1.0% | 21% | 3% | 7% | -14% | -50%[inhibitor] | -23%
COC(=O)c1nc(NC(=O)c2ccc(F)cc2)n[nH]1
 : 3% | 1.3% | 2% | 0% | -6% | i | 27% | 30%
Cc1cc(C)c(C(=O)CSc2nc3ccccc3c(=O)[nH]2)cc1C
 : -1% | 1.9% | 8% | -1% | 4% | -5% | -26% | -31%
O=C(NCC(=O)N(c1cccnc1)C(C(=O)NC1CCCCC1)c1cccnc1)c1ccco1 (stereo not given)
 : 7% | -3.4% | 8% | 1% | -1% | 8% | 0% | -9%[46.1 µM]
CCCC(=O)Nc1ccc(Cl)c(NC(=O)c2ccc(Br)o2)c1
 : 4% | -0.7% | -8% | -1% | -14%[38.3 µM] | 1% | -14% | -29%[46.1 µM]
COc1cccc(N2C(=O)CC(N3CCC(c4nc5ccccc5[nH]4)CC3)C2=O)c1 (stereo not given)
 : -4% | 2.3% | -9% | 0% | 19%[38.3 µM] | -17% | 9% | 1%[46.1 µM]
COc1cccc(-c2cc(C(=O)N3CCN(c4ncccn4)CC3)c3ccccc3n2)c1
 : ? | -0.1% | 8% | -2% | 15%[38.3 µM] | -3% | 35µM* | -10%[46.1 µM]
Cc1nnc(SC(C)C(=O)Nc2ccc3c(c2)OCCO3)s1 (stereo not given)
 : 1% | -1.0% | -4% | 2% | 18%[38.3 µM] | -1% | 22% | -2%[46.1 µM]
CCOc1ccc(C(=O)c2nc3c(n2O)CCCCC3)cc1
 : ? | 0.1% | -8% | -1% | 7% | -1% | -7% | -22%[46.1 µM]
C/C(=C\C(=O)c1ccc(Cl)cc1Cl)N(C)C
 : -5% | -1.4% | -7% | 3% | -8% | -4% | -4% | 5%
COc1ccc(NC(=O)N2CCCc3cccc(C)c32)cc1
 : 1% | 1.6% | 8% | · | · | -7% | · | 10%
O=C1CCC(=O)N1CC1CC2CCC1C2 (stereo not given)
 : 2% | 0.0% | 3% | · | · | -9% | · | -7%[7.67 µM]
Cc1cccc(-c2nnc3sc(-c4ccccc4)nn23)c1
 : -1% | 1.7% | -8% | -4% | -8%[38.3 µM] | -1% | -10% | ?
COC(=O)Nc1ccc(S(=O)(=O)N2CCC(C(=O)NC3CCCCC3)CC2)cc1
 : -6% | -3.0% | 1% | 0% | 11% | -1% | 8% | -14%
Cc1cc(NC(=O)CCC(=O)N(c2cccc(F)c2)C(C(=O)NC2CCCC2)c2ccncc2)no1 (stereo not given)
 : 6% | -4.1% | 7% | -2% | -11%[38.3 µM] | 1% | -1% | -14%[46.1 µM]
Cc1ccc(NC(=O)C2(c3ccccc3)CCOCC2)c([N+](=O)[O-])c1
 : 4% | -0.9% | 9% | -2% | 5% | -8% | -9% | -4%
CCCCN(C)CCNC(=O)c1c[nH]c2ccc(S(=O)(=O)N(CC)CC)cc2c1=O
 : ? | 0.8% | 1% | -2% | 4%[38.3 µM] | 17% | -4% | 1%[46.1 µM]
COc1ccccc1/C=C\C(=O)NCC(=O)N/N=C(\C)Cc1ccccc1
 : ? | 1.2% | 0% | · | · | -1% | · | 46%
CC(=O)Nc1ccccc1OCCOc1ccc(Br)cc1
 : 10% | 7.7% | 10% | 3% | 29% | -12% | -71%[inhibitor] | -8%
Cc1ccc(NC(=O)CN2C(=O)S/C(=C\C(=O)Nc3ccc(Cl)cc3)C2=O)cc1
 : 11% | 17% | 0% | 1% | -4% | 0% | 16% | -2%
COC(=O)c1sc(C(F)(F)F)c(-c2ccccc2)c1S(=O)(=O)N1CCCC1
 : 1% | -0.3% | 1% | · | · | i | · | ?
Cn1c(SCC(=O)N2CCOCC2)nc2sc3c(c2c1=O)CCCC3
 : 2% | -2.1% | 19% | 1% | 53%[activator][38.3 µM] | i | 17% | -12%[46.1 µM]
COc1ccc(CC(=O)Nc2ccccc2N2CCOCC2)cc1OC
 : 14% | -2.7% | -2% | 1% | -4% | -3% | 8% | -11%
O=C(COC(=O)c1cncc(Br)c1)Nc1nc(-c2ccc(F)cc2)cs1
 : ? | 6.5% | 34%[activator] | · | · | -7% | · | 40%
CN(C)S(=O)(=O)c1cccc(NC(=S)Nc2ccc3cn[nH]c3c2)c1
 : -19% | 6.3% | 8% | 2% | 6% | 2% | 3% | 4%
Cc1cccc2sc(NC(=O)[C@@H]3CCCN3C(=O)c3cccs3)nc12
 : 2% | -0.9% | · | · | · | -10% | · | 28%[46.1 µM]
Cc1ccc(S(=O)(=O)NCCN2CCNC2=O)cc1
 : -6% | 1.1% | 8% | · | · | i | · | -23%
NC(=O)Cc1ccc(C(=O)c2ccc(F)cc2)s1
 : 0% | 2.8% | 1% | 1% | -8% | -6% | 21% | 2%
CN(C)c1ccc(-c2nnn(CC(=O)Nc3ccccc3N3CCOCC3)n2)cc1
 : ? | -0.7% | 11% | -3% | 7%[38.3 µM] | i | -12% | ?
Cc1c(-c2ccc(Br)cc2)[n+](=O)c2c(n1[O-])CCCCC2
 : 8% | 1.1% | -3% | · | · | -1% | · | -2%

An excerpt (hit frequency here may not be typical).
